Compound activity deposited in PubChem by National Center for Advancing Translational Sciences (NCATS).
AMA1-RON2 inh: inhibitors of Plasmodium falciparum AMA1-RON2 interaction; Potency, µM (highest dose often 58.2 µM), without a hit: at the top dose activity change, negative = inhibition, hits mostly inhibitors; 0.2% of 360,000 active; AlphaScreen AMA1-biotinylated RON2 peptide binding; AID 720542;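 further: potency means the concentration at half of the fitted maximal effect; 0% = vehicle wells and -100% = peptide control; nearly all actives have a fitted effect of over 45% in size; some results filed as inactive show a strong effect at the top dose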
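AMA1 (3D7) with his tag at 25 nM final met compounds first, then biotinylated RON2 peptide at 25 nM; detection used donor plus acceptor beads, 10 µg/mL apiece, read by AlphaScreen after 30 min at room temperature.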
Pf growth 96h: inhibits malaria parasite growth, 96 h; AID 504834; P. falciparum luciferase reporter growth, 96 h; 6.9% of 320,000 active; Potency, µM (titrated, usually from 28.7 µM), for inactives: top-dose activity change, negative = inhibition, hits mostly inhibitors; further: potency means the concentration at half of the fitted maximal effect; on the % scale 0 is the no-effect control and ±100 the full control effect
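Infected RBCs, 2% Hct / 0.05% parasitemia final; luciferase-reporter P. falciparum; cpd 96 h, 37 C, 5% CO2; luciferase detection reagent; luminescence.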
Shiga toxin inh: blocks Shiga toxin action in Vero cells | Vero cells, Shiga toxin protein synthesis inhibition reporter | inhibition, % at 38.7 µM | 9.2% of 290,000 active; in the data active means inhibition mostly above about 28%, no sharp cut-off; inactive means mostly below about 43%; further: 0% is about no effect
LmPK inhibitor: LmPK (Leishmania mexicana) enzyme inhibition; Q27686; purified LmPK, Kinase-Glo ATP luminescence, 1 h; Potency, µM (series often up to 57.5 µM), for the others: top-dose activity change, negative = inhibition, most hits filed as inhibitors; 0.37% of 290,000 active; AID 1721; further: potency means the concentration at half of the fitted maximal effect; on the % scale 0 is the no-effect control and ±100 the full control effect
Target sequence (Q27686 whole entry, looked up): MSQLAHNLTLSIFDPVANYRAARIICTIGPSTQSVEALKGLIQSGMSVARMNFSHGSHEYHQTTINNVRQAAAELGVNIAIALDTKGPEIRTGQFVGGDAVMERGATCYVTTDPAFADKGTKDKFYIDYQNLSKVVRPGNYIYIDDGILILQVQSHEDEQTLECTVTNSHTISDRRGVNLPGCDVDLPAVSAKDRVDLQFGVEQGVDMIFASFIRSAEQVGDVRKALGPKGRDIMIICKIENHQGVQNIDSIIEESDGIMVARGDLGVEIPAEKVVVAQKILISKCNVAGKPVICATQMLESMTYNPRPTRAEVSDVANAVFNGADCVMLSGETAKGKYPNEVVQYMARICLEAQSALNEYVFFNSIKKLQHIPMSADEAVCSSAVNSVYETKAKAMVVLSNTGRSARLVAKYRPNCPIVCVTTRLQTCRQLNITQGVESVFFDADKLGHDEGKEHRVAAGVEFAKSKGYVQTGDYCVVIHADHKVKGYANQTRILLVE
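Pyruvate kinase activity monitored as ATP production (luciferase luminescence). Conditions: 0.1 nM enzyme, 0.5 mM PEP, 0.1 mM ADP, 1 h, RT; normalized against uninhibited and no-enzyme wells.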
Pf growth 48h: P. falciparum growth inhibition at 48 hours (one generation); P. falciparum luciferase growth in erythrocytes, 48 h; Potency, µM (titrated, usually from 28.7 µM), for inactives: at the highest dose activity change, negative = inhibition, hits mostly inhibitors; 5.9% of 310,000 active; AID 504832; further: potency means the concentration at half of the fitted maximal effect; on the % scale 0 is the no-effect control and ±100 the full control effect
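Luciferase-expressing parasites in RBCs, 2% Hct / 0.1% parasitemia final; RPMI 1640 + 0.5% Albumax; 37 C, 5% CO2, one generation; luminescence read-out, lower signal = inhibition.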
Cycloheximide cs: affects cycloheximide protein synthesis inhibition readout, counter-screen; 12% of 300,000 active; max response, %; AID 2314; cell reporter, cycloheximide protein synthesis inhibition counterscreen; in the data active means max response mostly above about 13%, no sharp cut-off; inactive means mostly below about 14%; further: read at 38.3 µM for the half of the compounds with a filed dose; 0% is about no effect
TbPYK inhibitor: inhibitors of Trypanosoma brucei pyruvate kinase | Q57TT1 | TbPYK enzyme, Kinase-Glo Plus ATP luminescence, 45 min | Potency, µM (series often up to 76.8 µM), for the others: at the highest dose activity, negative = inhibition, most hits filed as inhibitors | 0.12% of 410,000 active; further: potency means the concentration at half of the fitted maximal effect; on the % scale 0 is the no-effect control and ±100 the full control effect; nearly all actives have a fitted effect of over 50% in size
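Luminescence from Kinase-Glo Plus, added after a 45-minute room-temperature reaction, served as the end-point read-out. The enzyme and substrate were preincubated with compound before ADP (130 uM final) initiated turnover. Concentration-effect curves came from normalized qHTS data.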
Numbers without * were called inactive; [ ] = dose if it differs, or a comment. Unless noted, the call rests on the fitted dose curve; in most records, active means well fitted curve in the direction sought with a large enough effect; inconclusive means small, poorly fitted or top-dose-only effect, or another doubt; inactive means no such curve, though single readings can be large; an effect the other way counts as inactive or inconclusive. An unsorted share of the library; 21% or so of the library scored in one or more.

How did O=C(CN1CCN(S(=O)(=O)c2ccccc2)CC1)Nc1cccc(C(F)(F)F)c1 do in these assays?
AMA1-RON2 inh: 31%[activator]; Pf growth 96h: -20%; Shiga toxin inh: -5; LmPK inhibitor: 1%; Pf growth 48h: -7%; Cycloheximide cs: 13; TbPYK inhibitor: -5%

What do the screens show for `Cc1ccccc1OC(=O)n1c(=S)oc2cc(Cl)ccc21`?
AMA1-RON2 inh: 45%[activator]; Shiga toxin inh: 43; LmPK inhibitor: 6%; Pf growth 48h: 21%; Cycloheximide cs: 16*; TbPYK inhibitor: inconclusive

What do the screens show for `CCCc1cc(=O)n2[nH]c(-c3ccc(Br)cc3)cc2n1`?
AMA1-RON2 inh: -4%; Pf growth 96h: inconclusive; Shiga toxin inh: 14*; LmPK inhibitor: -2%; Pf growth 48h: 49%[activator]; Cycloheximide cs: 38*; TbPYK inhibitor: 14%

What do the screens show for `CCCCOc1cccc(OCC(=O)Nc2nc3ccccc3[nH]2)c1`?
AMA1-RON2 inh: 67%[activator]; Pf growth 96h: 22%; Shiga toxin inh: 14; LmPK inhibitor: -1%; Pf growth 48h: 2%; Cycloheximide cs: -1; TbPYK inhibitor: -18%

What do the screens show for `Cc1cc(C)nc(SCCn2c(N3CCC(C)CC3)nc3c2c(=O)n(C)c(=O)n3C)n1`?
Pf growth 96h: 2.3µM*; Shiga toxin inh: 25; LmPK inhibitor: 0%; Pf growth 48h: 42%[activator]; Cycloheximide cs: -4

How did Cc1cccc(CN2CCSc3sccc3C2=O)c1 do in these assays?
AMA1-RON2 inh: 0%; Pf growth 96h: 0%; Shiga toxin inh: -9; LmPK inhibitor: 6%; Pf growth 48h: inconclusive; Cycloheximide cs: -1; TbPYK inhibitor: 4%

How did COc1cc(/C=C\C(=O)NCc2ccc3c(c2)cc(C)n3C)cc(OC)c1OC do in these assays?
AMA1-RON2 inh: -20%; Pf growth 96h: 7.4µM*; Shiga toxin inh: 23; LmPK inhibitor: 8%; Pf growth 48h: 12µM*; Cycloheximide cs: -3; TbPYK inhibitor: 2%

How did CN(Cc1ccccc1)C(=O)CN1C(=O)COc2ccc(S(=O)(=O)N3CCCC3)cc21 do in these assays?
AMA1-RON2 inh: -11%; Pf growth 96h: inconclusive; Shiga toxin inh: -2; LmPK inhibitor: 0%; Pf growth 48h: inconclusive; Cycloheximide cs: 9; TbPYK inhibitor: 2%

Results for COc1cccc(-c2cn(C[C@H]3CC[C@@H]([C@@H]4CC[C@H](Cn5cc(-c6cccc(OC)c6)nn5)O4)O3)nn2)c1 ?
AMA1-RON2 inh: -7%; Pf growth 96h: 7.4µM*; Shiga toxin inh: -6; LmPK inhibitor: 6%; Pf growth 48h: inconclusive; Cycloheximide cs: 6; TbPYK inhibitor: -4%

How did C=C(C)C(=O)Nc1cccc(C2=NOC3(C2)C[C@H](C(N)=O)N(C(=O)COc2ccc(Cl)cc2)C3)c1 (some centres undefined) do in these assays?
AMA1-RON2 inh: 55%[activator]; Pf growth 96h: inconclusive; Shiga toxin inh: 3; LmPK inhibitor: 2%; Pf growth 48h: inconclusive; Cycloheximide cs: -3; TbPYK inhibitor: -19%

What do the screens show for `Cc1cc(O)c2c(C)c(CC(=O)N3C[C@H]4C[C@@H](C3)c3cccc(=O)n3C4)c(=O)oc2c1`?
AMA1-RON2 inh: 7%; Pf growth 96h: inconclusive; Shiga toxin inh: 13; LmPK inhibitor: -13%; Pf growth 48h: inconclusive; Cycloheximide cs: -2; TbPYK inhibitor: 4%

How did CCC(=O)N1CCc2cc(S(=O)(=O)NCCC(=O)N3CCN(Cc4ccccc4)CC3)ccc21 do in these assays?
AMA1-RON2 inh: -2%; Pf growth 96h: -1%; Shiga toxin inh: -11; LmPK inhibitor: -1%; Pf growth 48h: inconclusive; Cycloheximide cs: -4; TbPYK inhibitor: 1%

What do the screens show for `Cc1cccc(Cn2c(C(C)O)nc3ccccc32)c1` (centres undefined)?
AMA1-RON2 inh: -10%; Pf growth 96h: inconclusive; Shiga toxin inh: -13; LmPK inhibitor: -2%; Pf growth 48h: -9%; Cycloheximide cs: 3; TbPYK inhibitor: -3%

What do the screens show for `COc1ccc2cc(OCC(=O)NNC(=O)Nc3ccc(F)cc3)ccc2c1`?
AMA1-RON2 inh: 38%[activator]; Pf growth 96h: inconclusive; Shiga toxin inh: 19; LmPK inhibitor: -4%; Pf growth 48h: 14%; Cycloheximide cs: 13; TbPYK inhibitor: -3%

How did CCn1c(-c2cc(-c3ccc(OC(C)C)cc3)nc3ccccc23)n[nH]c1=S do in these assays?
AMA1-RON2 inh: 56%[activator]; Pf growth 96h: 1.5µM*; Shiga toxin inh: 44; LmPK inhibitor: -1%; Cycloheximide cs: 31*; TbPYK inhibitor: -15%

How did Cc1nnc(SCC(=O)Nc2ccc3c(c2)OCO3)n(N)c1=O do in these assays?
AMA1-RON2 inh: 20%; Pf growth 96h: 0%; Shiga toxin inh: 27; LmPK inhibitor: 0%; Pf growth 48h: 4%; Cycloheximide cs: 9; TbPYK inhibitor: 3%

What do the screens show for `Nc1ncc2c(n1)-c1cc(Cl)ccc1SC2`?
AMA1-RON2 inh: 0%; Pf growth 96h: -44%; Shiga toxin inh: -9; LmPK inhibitor: 4%; Pf growth 48h: 6%; Cycloheximide cs: 1; TbPYK inhibitor: -9%

How did COc1cc2ncnc(NCc3ccccc3)c2cc1OC do in these assays?
AMA1-RON2 inh: -2%; Pf growth 96h: inconclusive; Shiga toxin inh: -7; LmPK inhibitor: 0%; Pf growth 48h: inconclusive; Cycloheximide cs: -4; TbPYK inhibitor: 4%

What do the screens show for `CCN1C(=O)[C@H]2[C@@H](c3ccc(SC4CCCCC4)c(OC)c3)N3CCCC[C@@]3(C(=O)OC)[C@H]2C1=O`?
AMA1-RON2 inh: -20%; Pf growth 96h: 12µM*; Pf growth 48h: 3.7µM*; TbPYK inhibitor: -12%

What do the screens show for `Cc1ccc(CNC(=O)c2ccc(Cn3nc(C)cc3C)o2)cc1`?
AMA1-RON2 inh: 16%; Pf growth 96h: inconclusive; Shiga toxin inh: -5; LmPK inhibitor: -3%; Pf growth 48h: 6%; Cycloheximide cs: -2; TbPYK inhibitor: -11%

How did S=c1nc(-c2ccccc2)[nH]c2ccc(Br)cc12 do in these assays?
AMA1-RON2 inh: 94%[activator]; Pf growth 96h: -3%; Shiga toxin inh: 24; LmPK inhibitor: -3%; Pf growth 48h: 3%; Cycloheximide cs: 1; TbPYK inhibitor: -6%

How did C(=C\c1ccc2ccccc2n1)/c1ccccc1 do in these assays?
AMA1-RON2 inh: 53%[activator]; Pf growth 96h: 305%[activator]; Shiga toxin inh: 16; LmPK inhibitor: 13µM*; Pf growth 48h: -39%; Cycloheximide cs: 13; TbPYK inhibitor: -15%

What do the screens show for `Cc1noc(/C=C/N(C)C)c1S(=O)(=O)N1CCN(c2ccccc2)CC1`?
AMA1-RON2 inh: -18%; Pf growth 96h: 9%; Shiga toxin inh: -4; LmPK inhibitor: 4%; Cycloheximide cs: -1; TbPYK inhibitor: 1%

Results for Cc1ccccc1N=C1NC(=O)/C(=C/c2cccn2C)S1 ?
AMA1-RON2 inh: -26%; Pf growth 96h: -17%; Shiga toxin inh: 17; LmPK inhibitor: -3%; Pf growth 48h: inconclusive; Cycloheximide cs: 13*; TbPYK inhibitor: 1%

Results for Brc1ccc(OCc2nnc(SCC3CCCCC3)o2)cc1 ?
AMA1-RON2 inh: 150%[activator]; Pf growth 96h: 0%; Shiga toxin inh: -5; LmPK inhibitor: -5%; Pf growth 48h: 2%; Cycloheximide cs: -2; TbPYK inhibitor: 1%

How did CCCN1C2=NCCN2c2cc(C)c(C)cc21 do in these assays?
AMA1-RON2 inh: 2%; Pf growth 96h: inconclusive; Shiga toxin inh: -19; LmPK inhibitor: 1%; Pf growth 48h: 19%; Cycloheximide cs: -1; TbPYK inhibitor: 2%

How did COc1ccccc1CNC(=O)c1ccccc1NC(=O)C1=C(C)OCCS1 do in these assays?
AMA1-RON2 inh: -3%; Pf growth 96h: -55%; Shiga toxin inh: 12; LmPK inhibitor: -13%; Pf growth 48h: inconclusive; Cycloheximide cs: 7; TbPYK inhibitor: -1%

What do the screens show for `CCCCn1c(N)c(N(CCC(C)C)C(=O)COC(=O)c2ccc3ccccc3c2)c(=O)[nH]c1=O`?
AMA1-RON2 inh: -15%; Pf growth 96h: 11%; Pf growth 48h: -15%; TbPYK inhibitor: 6%

Results for Cc1c(=O)n(OCc2ccc(Cl)cc2)c2ccccc2[n+]1[O-] ?
AMA1-RON2 inh: -2%; Pf growth 96h: -1%; Shiga toxin inh: -5; LmPK inhibitor: 6%; Pf growth 48h: -2%; Cycloheximide cs: -3; TbPYK inhibitor: 3%

What do the screens show for `O=C(COC(=O)C1CCN(S(=O)(=O)c2cc([N+](=O)[O-])ccc2Cl)CC1)Nc1ncc(Cl)cc1Cl`?
AMA1-RON2 inh: -26%; Pf growth 96h: inconclusive; Shiga toxin inh: -2; LmPK inhibitor: 9%; Pf growth 48h: inconclusive; Cycloheximide cs: 10; TbPYK inhibitor: -1%

Results for Cc1sccc1/C=N/NC(=O)c1cccc2ccccc12 ?
AMA1-RON2 inh: 7%; Pf growth 96h: -2%; Shiga toxin inh: -29; LmPK inhibitor: 2%; Pf growth 48h: 24%; Cycloheximide cs: 9; TbPYK inhibitor: -5%

How did Cc1ccc(NC(=S)NNC(=O)c2c([N+](=O)[O-])c(C)nn2C)cc1 do in these assays?
AMA1-RON2 inh: 16%; Shiga toxin inh: -7; LmPK inhibitor: -2%; Pf growth 48h: 3%; Cycloheximide cs: -1; TbPYK inhibitor: -1%

Results for Nn1cnnc1SC1CCCCC1NS(=O)(=O)c1ccccc1 (centres undefined) ?
AMA1-RON2 inh: -4%; Shiga toxin inh: -3; LmPK inhibitor: 8%; Pf growth 48h: inconclusive; Cycloheximide cs: -6; TbPYK inhibitor: -5%

How did Cc1ccc(OCCCC(=O)N(C)CC(=O)Nc2ccccc2Cl)cc1 do in these assays?
AMA1-RON2 inh: 12%; Pf growth 96h: 15%; Pf growth 48h: inconclusive; TbPYK inhibitor: -1%

Ordered by length of the SMILES (ascending): 3 of the compounds above
Results for Cc1c(=O)n(OCc2ccc(Cl)cc2)c2ccccc2[n+]1[O-] ?
AMA1-RON2 inh: -2%; Pf growth 96h: -1%; Shiga toxin inh: -5; LmPK inhibitor: 6%; Pf growth 48h: -2%; Cycloheximide cs: -3; TbPYK inhibitor: 3%

How did Cc1ccc(NC(=S)NNC(=O)c2c([N+](=O)[O-])c(C)nn2C)cc1 do in these assays?
AMA1-RON2 inh: 16%; Shiga toxin inh: -7; LmPK inhibitor: -2%; Pf growth 48h: 3%; Cycloheximide cs: -1; TbPYK inhibitor: -1%

What do the screens show for `O=C(COC(=O)C1CCN(S(=O)(=O)c2cc([N+](=O)[O-])ccc2Cl)CC1)Nc1ncc(Cl)cc1Cl`?
AMA1-RON2 inh: -26%; Pf growth 96h: inconclusive; Shiga toxin inh: -2; LmPK inhibitor: 9%; Pf growth 48h: inconclusive; Cycloheximide cs: 10; TbPYK inhibitor: -1%
